Screens deposited in PubChem by several laboratories.
MCL1-BIM inh = disrupts human MCL1 binding to BIM-BH3 peptide; Q07820; GST-MCL1 / FITC-Bim-BH3 fluorescence polarization; inhibition, % at 10.9 µM; actives 0.68% (n = 320,000); AID 2057;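 active means inhibition above the mean inhibition of all tested compounds plus 3 SD, set per campaign, cut at about 40% in these data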;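 further: 0% = DMSO wells and 100% = unlabeled Bim-BH3 peptide control; higher means more loss of mP so more displacement of Bim peptide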
PAD4 FP inh = blocks human protein arginine deiminase 4; inhibition, % at 6.36 µM; actives 0.41% (n = 330,000); AID 485272; Q9UM07; recombinant PAD4, RCA probe fluorescence polarization;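 active means percent inhibition above a cutoff equal to the mean of all tested compounds plus 3 SD, cut at about 15% in these data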;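 further: 0% = PAD4 with RCA probe and DMSO and 100% = probe without PAD4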
MEX-5 binding = C. elegans MEX-5 TCR-2 RNA binding activity. MEX-5/FITC-TCR2 RNA binding, fluorescence polarization; active compounds read low. actives 0.38% (n = 300,000). activity score (negative = inhibition of binding), % at 10 µM. Q9XUB2. AID 1832;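 active means inhibition past about -25% in most replicates, and total fluorescence under double the plate's negative control median, limit read from the data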;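 further: 0% = DMSO and -100% = 5 µM competing unlabeled TCR2 RNA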
Target sequence (Q9XUB2 whole entry, looked up): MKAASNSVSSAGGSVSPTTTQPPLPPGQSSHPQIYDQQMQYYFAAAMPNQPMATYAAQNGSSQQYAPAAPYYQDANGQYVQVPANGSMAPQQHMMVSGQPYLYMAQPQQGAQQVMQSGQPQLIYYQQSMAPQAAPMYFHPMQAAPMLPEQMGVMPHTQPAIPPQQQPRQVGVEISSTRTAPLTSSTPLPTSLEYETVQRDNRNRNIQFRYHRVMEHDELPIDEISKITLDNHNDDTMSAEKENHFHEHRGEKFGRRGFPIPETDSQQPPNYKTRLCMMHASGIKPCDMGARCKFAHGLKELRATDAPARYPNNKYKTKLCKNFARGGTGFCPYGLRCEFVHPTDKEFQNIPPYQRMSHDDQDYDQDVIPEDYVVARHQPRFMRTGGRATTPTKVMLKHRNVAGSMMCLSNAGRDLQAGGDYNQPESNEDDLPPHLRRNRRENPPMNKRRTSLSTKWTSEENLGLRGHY
Fam108B inh = blocks mouse Fam108B hydrolase in RBBP9 counter-screen | recombinant Fam108B, FP-Rh probe fluorescence polarization | inhibition, % at 9.51 µM | actives 0.33% (n = 300,000);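 active means inhibition above the screen mean inhibition plus 3 SD, computed separately per campaign, cut at about 18% in these data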;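 further: inhibitors lower polarization as less probe binds the enzyme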
GLD-1 TGE inh = GLD-1-TGE RNA interaction inhibition (C. elegans); purified GLD-1 + fluorescein TGE RNA, fluorescence polarization; inhibition, % at 5.96 µM; actives 0.44% (n = 320,000); AID 2280;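 active means percent inhibition above a per-plate cutoff, the plate mean of test compounds plus 3 SD, cut at about 30% in these data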;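 further: 0% = DMSO wells with GLD-1 and probe and 100% = wells lacking GLD-1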
Target sequence (Q17339 whole entry, looked up): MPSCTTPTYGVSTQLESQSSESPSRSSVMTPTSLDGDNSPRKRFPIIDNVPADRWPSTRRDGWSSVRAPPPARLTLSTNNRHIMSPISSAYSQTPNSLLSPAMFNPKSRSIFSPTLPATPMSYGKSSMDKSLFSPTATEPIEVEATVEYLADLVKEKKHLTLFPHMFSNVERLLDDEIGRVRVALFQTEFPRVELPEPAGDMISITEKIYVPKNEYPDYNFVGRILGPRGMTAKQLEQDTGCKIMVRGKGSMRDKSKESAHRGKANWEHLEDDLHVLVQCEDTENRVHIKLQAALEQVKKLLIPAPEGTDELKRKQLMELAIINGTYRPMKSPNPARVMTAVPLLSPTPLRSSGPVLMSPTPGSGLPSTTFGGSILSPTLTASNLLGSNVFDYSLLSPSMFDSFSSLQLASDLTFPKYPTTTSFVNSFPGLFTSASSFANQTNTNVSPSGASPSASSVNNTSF
TPT1 inhibitor = C. albicans TPT1 enzyme inhibition; recombinant caTPT1, FP RNA substrate dephosphorylation; inhibition, % at 5 µM; actives 0.81% (n = 300,000); AID 1962;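 active means inhibition above the mean of all tested compounds plus 3 SD, set per screening campaign, cut at about 24% in these data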;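 further: plate controls were DMSO alone for no effect and ferristatin control at 100 nM for full effect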
GSTO1 counter = GSTO1 inhibition, counter-screen for RBBP9 inhibitors; P78417; recombinant GSTO1, activity-based probe fluorescence polarization; inhibition, % at 5.96 µM; actives 1.1% (n = 300,000); AID 1974;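 active means inhibition above the campaign mean inhibition plus 3 SD, cut at about 35% in these data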;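 further: 0% = GSTO1-1 with DMSO and 100% = wells lacking GSTO1-1 enzyme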
PME-1 primary = PME-1 (human) inhibition; actives 0.53% (n = 320,000); recombinant PME-1, FP-Rh probe fluorescence polarization; Q9Y570; AID 2130; inhibition, % at 5.9 µM;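 active means inhibition above the campaign mean of all compounds plus 3 SD, cut at about 26% in these data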;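 further: competitive labeling of PME-1 active site by serine hydrolase directed probe; 0% = PME-1 with DMSO and 100% = wells lacking PME-1 enzyme; inhibitors block probe labeling so polarization falls and inhibition rises; many of its hits are not listed in these tables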
BCLXL inh = inhibitors of human Bcl-xL; GST-Bcl-xL / FITC-Bim BH3 peptide fluorescence polarization; AID 2129; inhibition, % at 10.9 µM; actives 0.7% (n = 320,000);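 active means inhibition above the mean of all tested compounds plus 3 SD, cutoff set per campaign, cut at about 30% in these data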;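 further: 0% = DMSO wells and 100% = unlabeled Bim-BH3 peptide competitor; inhibitors lower millipolarization by displacing the labeled peptide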
* marks the source's active call; other numbers are inactive results; x = no result given. The list is partial. The share of hits here may be higher or lower than overall.

SMILES	TPT1 inhibitor	PME-1 primary	GSTO1 counter	PAD4 FP inh	MEX-5 binding	GLD-1 TGE inh	Fam108B inh	BCLXL inh	MCL1-BIM inh
CC1CCCN(Cc2cnc(Cl)s2)C1 (configuration not stated)	3	-1	3	-1	2.7	4	-4	4	4
O=C1OC(/C=C/c2ccccc2)=NC/1=C/C=C/c1ccccc1	6	4	0	2	-0.8	6	-6	-1	-2
CC1C(=O)OC2C1CCC1(C)CCC(=O)C(C)C21 (configuration not stated)	-2	3	-6	0	4.0	4	1	1	15
COc1ccc(-c2cc3ccccc3nc2N)cc1OC	3	1	-4	-5	-2.3	-10	-1	-4	-2
O=C(c1ccccc1)C(Sc1ncn[nH]1)c1ccccc1 (configuration not stated)	-1	3	10	3	-1.3	5	-4	-6	-14
CCCCc1cc(=O)oc2c(CN3CCCC3)c(O)c(Cl)cc12	0	-9	-4	-8	1.9	-1	-1	6	1
COc1ccc(CCNC(=O)CSc2nnc(-c3ccc(F)cc3)c3ccccc23)cc1OC	0	-1	-9	-2	3.3	0	6	-3	-2
COC(=O)CSc1nc(-c2ccccc2)nc2ccc(F)cc12	5	-5	-6	1	-0.9	-1	4	2	-2
O=C(NCc1ccco1)c1cc(S(=O)(=O)N2CCOCC2)ccc1Br	-4	0	-1	-3	1.0	5	-6	0	-1
COc1ccc(/C=C/C(=O)NC2CCS(=O)(=O)C2)cc1 (configuration not stated)	1	-1	-4	1	1.8	2	-1	-4	-1
NC(=O)CC(NC(=O)c1cccc(Br)c1)c1ccc(N2CCCCCC2)c([N+](=O)[O-])c1 (configuration not stated)	-5	2	6	2	-0.8	-1	2	2	7
CN1CCN(C(=O)c2cnn(-c3ccccc3)c2NC(=O)c2ccc([N+](=O)[O-])cc2)CC1	-2	-4	-9	-5	-2.2	-9	-3	-3	11
COC(=O)c1ccc(NC(=S)N2CCN(Cc3ccccc3Cl)CC2)cc1	-1	-1	0	1	-1.8	-1	0	7	10
CCCCC(=O)Nc1ccc(C(=O)NNC(=O)CCc2ccccc2)cc1	2	-4	-5	-13	1.5	0	-5	-3	-7
c1ccc(-n2c(-c3ccncc3)nnc2-c2cccs2)cc1	-2	-13	1	1	-2.6	1	-2	0	2
O=C(CNC(=O)c1[nH]cnc1C(=O)NC(c1ccccc1)c1ccccc1)OCc1ccccc1	3	-14	-2	-1	3.9	2	-15	0	-7
Cc1ccccc1CC1(CO)CCCN(C(=O)c2cc(-c3ccccc3)no2)C1 (configuration not stated)	4	-2	2	0	-0.2	-9	-4	6	0
CCN(CC(=O)Nc1c(F)cccc1F)C(=O)CCC(=O)c1ccc(C)cc1	0	-3	3	4	4.3	6	-6	3	-4
CCOC(=O)c1oc2ccccc2c1NC(=O)c1ccc(S(=O)(=O)N(C)C)cc1	-2	1	0	2	1.2	-1	-6	1	3
COCc1ccc(-c2c(-c3ccccc3OC)sc3cc4c(cc23)OCO4)cc1	x	-9	x	0	x	4	x	3	-7
CCOC(=O)Cn1ccc(NC(=O)c2ccc3c(c2)OCO3)n1	3	5	4	3	2.5	10	-1	-1	3
CN(Cc1nc(Cc2ccccc2F)no1)[C@@H]1CS(=O)(=O)C[C@H]1O	-6	-4	11	2	0.5	5	3	5	9
O=C(Cc1ccccc1)NNC1CC(=O)N(c2ccc(Oc3ccccc3)cc2)C1=O (configuration not stated)	-3	3	8	2	0.1	-6	2	0	-2
Cc1[nH]c2ccc(-c3n[nH]c(=S)n3-c3ccc(Br)cc3)cc2c1C	-4	17	12	3	0.1	2	7	-8	-11
CC1C(=O)C(C)C(c2ccc3c(c2)OCO3)NC1c1ccc2c(c1)OCO2 (configuration not stated)	-2	-1	13	0	-0.9	2	-2	5	4
CC(C)(C)OC(=O)N[C@@H](Cc1ccccc1)C(=O)NCC1CCC(C(=O)N[C@@H](CC(=O)O)C(=O)O)CC1 (some centres not stated)	0	6	0	-1	1.1	0	0	-1	2
CCOC(=O)C1CCCN(c2nc3ccccc3nc2C(C#N)C(=O)OCC)C1 (configuration not stated)	16	2	4	0	-6.7	-2	0	-6	-8
COc1ccccc1NC(CC(=O)c1ccccc1)C(=O)OCC(=O)c1ccc(C)cc1 (configuration not stated)	-1	-2	2	1	-0.3	-3	1	-1	-5
CCOC(=O)N1C2=NC(C(=O)OC)=C(C(=O)OC)[C@@H]3N(C)c4ccc(OC)cc4[C@]23C[C@H]1C(=O)OC	-2	0	5	1	-1.0	4	-8	6	15
COc1cccc2cc(C(C)N(CCCN3CCOCC3)C(=S)Nc3cc(C)cc(C)c3)oc12 (configuration not stated)	-2	-10	14	0	-1.4	3	0	3	-1
COc1cc(OC)cc(-c2nc3nc(C)c(CCC(=O)NCc4ccco4)c(C)n3n2)c1	0	-5	16	-5	-4.4	-3	-2	5	6
O=C(O)c1cccc(Cl)n1	-4	3	7	2	-3.5	4	-4	5	3
CC1CCN(C(c2ccccc2)c2nnnn2C(C)(C)C)CC1 (configuration not stated)	5	6	1	-7	0.6	4	-3	6	2
Cc1cccc2c(C(=O)N3CCN(c4ccccn4)CC3)cc(-c3cccc(Br)c3)nc12	3	-9	-3	-4	5.1	1	-5	3	4
O=C(CC1C(=O)NCCN1Cc1ccc(Cl)c(F)c1)NC1CCC1 (configuration not stated)	0	4	10	-1	-1.8	5	-2	20	8
Cc1ccc(C2CC(c3cccc(Cl)c3)n3nc(N)nc3N2)cc1 (configuration not stated)	-4	4	4	-3	2.0	4	1	13	4
COc1cccc(CNC(=O)COC(=O)c2c(C)nn(-c3ccccc3)c2Cl)c1	x	-3	x	-11	x	3	x	-1	-17
Cc1ccc(N/C(=N/S(=O)(=O)c2cccs2)c2ccccc2)c(C)c1	4	5	4	0	-0.2	-1	4	3	8
CC[C@@H](C)[C@H](CN[C@H](CNC)C(C)C)NC[C@@H](C)c1ccc(CC(C)C)cc1	-2	0	5	0	39	2	10	5	11
CC(C)C(NC(=O)C1CCC(C(C)(C)C)CC1)C(=O)NCc1cccnc1 (configuration not stated)	0	0	-2	0	0.2	2	4	4	1
Cc1ccccc1SCC(=O)N/N=C/c1ccc(F)cc1	-2	5	-2	-3	2.2	4	-5	7	13
CC1CN(C(=O)Cn2cc(S(=O)(=O)CC(=O)N(C)c3ccccc3)c3ccccc32)CC(C)O1 (configuration not stated)	-2	4	-2	-1	-1.5	-1	3	7	8
COCCN=c1scc(-c2ccccc2)n1/N=C/c1c[nH]c2ccccc12	1	23	1	0	-1.1	4	8	0	-3
Cc1cccc(NC(=O)c2ccc(F)c(S(=O)(=O)N3CCC4(CC3)OCCO4)c2)c1	-5	-2	8	6	4.0	7	3	0	9
Cc1[nH]n(-c2ccccc2)c(=O)c1CCOC(=O)c1cccc(C(F)(F)F)c1	-1	-1	3	-1	-4.0	-1	3	6	10
Cc1ccc2nc(NC(=O)C3=NN(c4ccccc4)C(=O)CC3)sc2c1	3	-4	10	-2	1.8	0	-3	5	4
Cc1ccc(NC(=O)Cn2cc(S(=O)(=O)c3ccccc3)c(=O)c3cc(F)ccc32)cc1	7	4	6	-4	-0.6	6	-8	-1	-5
Cn1c(=O)n(Cc2ccc(F)cc2)c(=O)c2c1nc1n2CCCN1C1CCCCC1	1	2	-1	2	1.3	4	6	3	-3
O=C(CCNS(=O)(=O)c1cccc(Cl)c1)OCC(=O)N1CCN(C(=O)c2ccco2)CC1	x	-2	x	-7	x	-2	x	3	4
CC(C)(C)[C@H]1C=C(C(=O)N2CCN(Cc3ccccc3)CC2)O[C@@H](OCc2ccc(CO)cc2)C1	-3	2	2	-4	1.8	0	-3	1	0
Cc1cc(NC(=O)c2cccc3c2C(=O)N(C2CCCCC2)C3)ccc1Br	1	3	7	-6	-2.1	-3	-5	5	2
O=C(Nc1ccc2nsnc2c1)N1CCCCC1	-1	0	25	-2	0.1	0	4	5	0
O=C1C2CCCN2C(c2ccc(F)cc2)N1c1ccc(Cl)cc1 (configuration not stated)	0	2	-3	-1	-2.1	7	0	2	-7
O=C1Nc2ccccc2/C1=C/c1ccnc2ccccc12	-1	-5	2	1	-0.2	-1	-5	3	4
CCOC(=O)CCc1c(C)nc2cc(-c3ccccc3OC)[nH]n2c1=O	-6	-3	1	5	0.7	25	1	28	22
CC(C)(C)c1nnc(NC(=O)C2CCN(C(=O)c3ccco3)CC2)s1	-1	4	0	-2	2.0	4	3	4	6
OCCCc1nc2ccccc2n1CCOc1ccccc1	-3	-1	2	0	0.4	8	2	6	1
Cc1cccc(N2C(=O)C3C4C=CC(C5CC45)C3C2=O)n1 (configuration not stated)	-1	5	0	0	2.4	3	1	7	-1
O=C(CC1S/C(=N\S(=O)(=O)c2ccccc2)N(c2ccccc2)C1=O)Nc1ccc(F)cc1 (configuration not stated)	-2	0	-5	0	0.7	5	-7	-5	0
Cc1ccc(NC(=O)c2ccccc2Br)cc1S(=O)(=O)N(C)C	4	2	6	-6	-1.5	-4	3	-3	-6

More entries follow.
SMILES	TPT1 inhibitor	PME-1 primary	GSTO1 counter	PAD4 FP inh	MEX-5 binding	GLD-1 TGE inh	Fam108B inh	BCLXL inh	MCL1-BIM inh
O=C(CCl)N=c1sccn1Cc1ccccc1Cl	-6	1	102*	-40	3.2	-5	-1	5	3
CCCOc1ccc(Cc2c(O)nc(N)[nH]c2=O)cc1C	0	-7	5	6	-0.2	-6	-3	7	11
Cc1cc(C)c(OCCNCc2ccccc2)c(C)c1	0	-5	-1	-6	-0.4	-3	6	0	1
CC1=NN(c2nc3ccccc3[nH]2)C(=O)/C1=C/N(C)C	1	8	2	-6	x	-6	-2	-5	-1
Cc1cccc(C(=O)NNC(=O)c2ccc(Cl)cc2)c1O	-1	-4	17	3	-0.7	5	-2	2	11
CCOc1ccc(Cn2nnc(C(=O)Nc3cc(C)cc(C)c3)c2N)cc1	6	-9	4	-8	0.7	11	-5	-3	-4
COc1cc2nc(=S)n3[nH]c(COc4ccccc4C)nc3c2cc1OC	-4	1	16	5	0.2	4	1	4	4
O=[N+]([O-])c1ccc(N2CCC(=NOCc3ccc(Cl)cc3)CC2)cc1	-3	-2	-5	-4	3.7	5	-5	7	4
Cc1ccc(-n2nc3c(c2NC(=O)c2ccco2)CS(=O)(=O)C3)cc1	0	-2	3	-1	-3.0	2	3	9	12
CCOC(=O)c1sc(C)c2c(=O)n(CCc3ccccc3)nnc12	-5	0	4	0	2.1	1	5	4	4
CN(C)CC/C=C1\c2ccc(F)cc2Sc2cc(F)c(Cl)cc21	0	4	2	3	x	1	-1	-5	-8
CN(C)c1cccc(C(=O)n2cc(C(=O)c3cc(F)ccc3O)cn2)c1	-2	12	17	-6	-1.4	-7	-3	-2	-1
O=S(=O)(c1ccc(Cl)cc1)N1CCN(Cc2c[nH]c3ccccc23)CC1	-6	2	24	1	-0.3	-1	2	8	4
CC(C)N1CCC(N2CCN(C3CCCC3)CC2CCO)CC1 (configuration not stated)	-5	1	-5	4	0.0	-7	-4	7	7
O=C(NNC1=Nc2ccccc2SC1)c1ccccc1F	0	-1	-1	-2	-1.2	-3	7	3	3
